Compound activity (PubChem BioAssay)
Diaphorase act: compounds boosting diaphorase resazurin reduction – biochemical, uHTS, resorufin fluorescence, counter-screen for diaphorase-coupled primary assays, primary screen; activation factor at 20 µM; Diaphorase/resazurin coupled assay, 16 min; stronger effect = higher value; 1 = vehicle wells, 0 = NADH-free wells; AID 1229, 2008; 0.005% of 190,000 active;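 active = diaphorase activity raised at least twofold by the compound at 20 µM; inactive = activation factor below 2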
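Test system: Clostridium kluyveri diaphorase, purified enzyme. Buffer or medium: 50 mM HEPES pH 7.4 buffer plus MgCl2 and Tween 20. Also added: 0.114 mM NADH and 0.1 mM resazurin, final amounts. Dosing: compound 20 µM once, DMSO 1%. Schedule: 16 min enzyme reaction, ambient temperature. Detection: fluorescence of resorufin, 544 nm excitation, 590 nm emission.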
STAT3 inh: IL-6 driven STAT3 reporter inhibitors, primary screen, U3A cells, luciferase, luminescence, MLSCN library. 0.89% of 190,000 active. inhibition, % at 5.5 µM. IL-6 STAT3-luciferase reporter; host cell line lacks STAT1. AID 862, 2007;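 active = inhibition above the mean inhibition across all screened compounds plus 3 SD, cut at about 44% in these data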;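 also: 0% = DMSO only wells and 100% = 100 µM nifuroxazide control wells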
STAT3 activator: IL-6 driven STAT3 reporter potentiators, primary screen, U3A cells, luciferase, luminescence, MLSCN library | IL-6 STAT3-luciferase reporter; 100% = signal with IL-6 EC80 alone | 0.91% of 190,000 active | AID 871, 2007 | activation (% of control), % at 5.6 µM;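 active = activation above the screen-wide mean of compound activation plus 3 SD, cut at about 130% in these data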;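 also: 0% = background luminescence of wells with medium and substrate only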
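Test system: STAT3-luciferase reporter U3A cells; Detection: reporter luminescence signal; Times: 1 h compound pre-exposure, 6 h IL-6 stimulation, 37 °C; Benchmarks: IL-6-only high control; Also added: IL-6 stimulus at 33 ng/mL final.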
APP transl inh: inhibitors of APP translation via 5'UTR reporter, primary screen, APP 5'UTR luciferase, SH-SY5Y cells; AID 1285, 2008; 0.82% of 190,000 active; SH-SY5Y APP 5'UTR-luciferase reporter, luminescence; inhibition, % at 2 µM;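 active = inhibition above a set limit, derived from the sample mean plus 3 SD, cut at about 45% in these data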; also: values of inactives mirror those of a sister screen read the other way
Diaphorase inh: diaphorase inhibitors and chemical oxidizers, primary screen, counter-screen for diaphorase-coupled primary assays, biochemical, uHTS, resorufin fluorescence; diaphorase resazurin-to-resorufin fluorescence, NADH, 16 min; bacterial (C. kluyveri) enzyme, not human; inhibition, % at 20 µM; 0.69% of 190,000 active;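 active = primary screen inhibition at 20 µM above a set limit, cut at about 50% in these data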;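 also: plate controls were DMSO with full reaction for no effect and wells lacking NADH for full effect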
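System: Bacterial diaphorase enzyme (C. kluyveri) | Incubation: 16-min room-temperature incubation before reading | Benchmarks: No-NADH positive control and DMSO neutral control | Measured by: Resorufin fluorescence 544/590 nm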
TLR4-MyD88 BLA: inhibitors of TLR4-MyD88 association in cells, primary screen, cell-based, HeLa CL3-4, BLA complementation, FRET ratio. Toll-like receptor 4 (Homo sapiens) + Myeloid differentiation primary response protein …. HeLa CL3-4 TLR4/MyD88 BLA complementation. inhibition, % at 8.4 µM. 0.18% of 200,000 active; in the data active = inhibition above about 25%;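 also: 0% = vehicle and 100% = reference inhibitor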
Target sequence (O00206 whole entry, looked up): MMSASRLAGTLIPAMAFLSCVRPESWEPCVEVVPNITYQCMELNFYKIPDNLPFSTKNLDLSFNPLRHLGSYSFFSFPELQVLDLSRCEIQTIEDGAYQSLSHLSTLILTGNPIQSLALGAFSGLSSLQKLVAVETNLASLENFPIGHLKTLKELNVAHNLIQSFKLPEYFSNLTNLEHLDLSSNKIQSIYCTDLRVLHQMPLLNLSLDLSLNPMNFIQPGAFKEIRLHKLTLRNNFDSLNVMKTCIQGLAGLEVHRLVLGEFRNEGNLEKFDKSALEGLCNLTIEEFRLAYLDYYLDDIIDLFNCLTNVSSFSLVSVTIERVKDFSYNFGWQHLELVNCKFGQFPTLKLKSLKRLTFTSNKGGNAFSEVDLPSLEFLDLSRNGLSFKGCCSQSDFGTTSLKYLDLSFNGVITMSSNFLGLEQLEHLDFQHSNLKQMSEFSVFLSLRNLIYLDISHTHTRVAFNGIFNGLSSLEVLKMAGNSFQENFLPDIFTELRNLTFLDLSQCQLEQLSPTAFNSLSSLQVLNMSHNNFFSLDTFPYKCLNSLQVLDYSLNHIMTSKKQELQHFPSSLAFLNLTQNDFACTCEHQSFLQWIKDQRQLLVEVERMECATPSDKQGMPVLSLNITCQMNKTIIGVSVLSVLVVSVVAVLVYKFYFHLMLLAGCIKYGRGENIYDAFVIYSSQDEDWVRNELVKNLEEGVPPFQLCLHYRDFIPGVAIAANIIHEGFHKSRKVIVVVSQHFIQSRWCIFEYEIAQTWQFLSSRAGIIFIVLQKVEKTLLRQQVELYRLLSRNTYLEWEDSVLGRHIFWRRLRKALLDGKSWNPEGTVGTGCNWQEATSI
Target sequence (Q99836 whole entry, looked up): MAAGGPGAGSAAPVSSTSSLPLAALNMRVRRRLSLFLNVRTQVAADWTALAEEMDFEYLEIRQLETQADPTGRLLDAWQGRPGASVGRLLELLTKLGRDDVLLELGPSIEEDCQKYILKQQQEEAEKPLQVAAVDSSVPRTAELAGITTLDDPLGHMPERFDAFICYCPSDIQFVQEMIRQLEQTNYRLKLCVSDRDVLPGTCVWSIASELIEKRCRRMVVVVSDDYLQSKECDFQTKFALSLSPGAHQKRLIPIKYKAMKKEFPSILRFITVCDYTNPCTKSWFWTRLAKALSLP
STAT1 inh: STAT1 signaling inhibitors, primary screen, cell-based, HTS, luciferase reporter. NIH 3T3 STAT1-luciferase reporter, IFN-gamma, luminescence. inhibition, % at 5.5 µM. 0.35% of 200,000 active. AID 920, 2007;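 active = inhibition above a set limit, the mean inhibition across all tested compounds plus 3 SD, cut at about 34% in these data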;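 also: 0% = IFN-gamma with DMSO and 100% = IFN-gamma with 300 µM nifuroxazide; values of inactives mirror those of a sister screen read the other way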
Hsp70 activator: Hsp70 transcriptional activators, primary screen, cell-based, HeLa, Hsp70 promoter luciferase, luminescence, 10 µM; HeLa Hsp70 promoter luciferase reporter; scaled: vehicle 0, proteasome-inhibitor control 100%; activation, % at 10 µM; 0.04% of 200,000 active; AID 1203, 2008;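 active = activation above the mean across all tested compounds plus 3 SD, cutoff set per campaign, cut at about 5.5% in these data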;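 also: 100% = MG132 at 30 µM as the positive control and 0% = DMSO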
G6PDH CS: L. mesenteroides G6PDH inhibitors, counter-screen for G6PDH-coupled screening assays, biochemical, Leuconostoc mesenteroides enzyme; Purified L. mesenteroides G6PDH, diaphorase/resazurin coupled fluorescence, 45 min; 0.12% of 200,000 active; glucose-6-phosphate dehydrogenase [Leuconostoc mesenteroides]; AID 1020, 2008; inhibition, % at 5 µM; in the data active = inhibition above about 50%
STAT1 activator: STAT1 signaling activators, primary screen, cell-based, HTS, luciferase reporter. AID 932, 2007. 2.6% of 200,000 active. activation (% of control), % at 5.5 µM. NIH 3T3 STAT1-luciferase reporter, IFN-gamma, luminescence; 100% = IFN-gamma alone, no compound;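 active = activation above the screen-wide mean activation plus 3 SD, cut at about 130% in these data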;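 also: raw ratio to IFN-gamma control signal so 100% means no change and 0% no light; values of inactives mirror those of a sister screen read the other way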
An asterisk follows results filed as active. Compounds were not picked by outcome; 6.1% or so of the library scored in one or more.

`COCCCn1c(SCc2ccc(OC)cc2)nc2cc(OC)c(OC)cc2c1=N` gave Diaphorase act 0.9, STAT3 inh 8.5, STAT3 activator 101.4, APP transl inh 2.5, Diaphorase inh 11.1, TLR4-MyD88 BLA -10.8, STAT1 inh -5.8, Hsp70 activator -0.4, G6PDH CS 12.4 and STAT1 activator 105.2.
Screening Cc1c(C(=O)N2CCN(C)CC2)oc2ccc(S(=O)(=O)N3CCOCC3)cc12 returned Diaphorase act 0.9, STAT3 inh 0.9, STAT3 activator 102.9, APP transl inh 2.7, Diaphorase inh 9.8, TLR4-MyD88 BLA -0.5, STAT1 inh -3.9, Hsp70 activator -0.2, G6PDH CS 3.6 and STAT1 activator 101.9.
For COc1ccccc1-c1nc(C(F)(F)F)c(OC)o1 the results were Diaphorase act 1, STAT3 inh -5.5, STAT3 activator 106.2, APP transl inh -24.2, Diaphorase inh 2.4, TLR4-MyD88 BLA 0.8, STAT1 inh 3.7, Hsp70 activator 0.0, G6PDH CS -10.0 and STAT1 activator 96.6.
Screening CCCCNC(=O)c1c[nH]c2ccc(S(=O)(=O)Nc3ccc(OCC)cc3)cc2c1=O returned Diaphorase act 1, STAT3 inh -5.3, STAT3 activator 107.2, APP transl inh -2.3, Diaphorase inh -4.2, TLR4-MyD88 BLA 8.8, STAT1 inh -7.2, Hsp70 activator -0.1, G6PDH CS -1.5 and STAT1 activator 106.6.
Cc1cccnc1CN1CCN(Cc2nc(C(c3ccccc3)c3ccccc3)no2)CC1 was read as Diaphorase act 0.9, STAT3 inh -0.7, STAT3 activator 104.4, APP transl inh -0.4, Diaphorase inh 6.9, TLR4-MyD88 BLA 5.8, STAT1 inh 11.8, Hsp70 activator -0.3, G6PDH CS 21.2 and STAT1 activator 88.0.
CC(C)=NNC(=O)CN1C(=O)NC2NC(=O)NC21 (centres undefined) was read as Diaphorase act 1, STAT3 inh 8.3, STAT3 activator 94.9, APP transl inh 0.6, Diaphorase inh -2.7, TLR4-MyD88 BLA 6.1, STAT1 inh -7.7, Hsp70 activator -0.2, G6PDH CS -9.9 and STAT1 activator 106.9.
For O=C(CCc1nc2ccccc2[nH]1)Nc1ccccc1 the results were Diaphorase act 0.9, STAT3 inh 5.4, STAT3 activator 99.1, APP transl inh -13.3, Diaphorase inh 8.9, TLR4-MyD88 BLA -2.4, STAT1 inh -1.4, Hsp70 activator 0.0, G6PDH CS -0.8 and STAT1 activator 102.6.
For CCOC(=O)N1CCC(NC(=O)C(Cc2ccccc2)NC(=O)C2CCCCC2)CC1 (centres undefined) the results were Diaphorase act 1.1, STAT3 inh 9.2, STAT3 activator 98.6, APP transl inh -4.0, Diaphorase inh -10.1, TLR4-MyD88 BLA -9.3, STAT1 inh 0.5, Hsp70 activator -0.5, G6PDH CS 1.6 and STAT1 activator 99.5.
`CC(=O)N1c2ccccc2C(=O)OC1c1cccnc1` (centres undefined) gave Diaphorase act 0.9, STAT3 inh 0.0, STAT3 activator 101.7, APP transl inh -0.3, Diaphorase inh 6.8, TLR4-MyD88 BLA -0.1, STAT1 inh 1.3, Hsp70 activator -0.2, G6PDH CS 15.0 and STAT1 activator 98.8.
`Cc1cc(C)nc(-n2nc(C)cc2NC(=O)COC(=O)CCC(=O)c2cccs2)n1` gave Diaphorase act 0.8, STAT3 inh 11.4, STAT3 activator 92.3, APP transl inh -2.9, Diaphorase inh 21.7, TLR4-MyD88 BLA 14.1, STAT1 inh 0.0, Hsp70 activator 0.0, G6PDH CS 15.2 and STAT1 activator 100.0.
C=CCSc1nnc2c(n1)[nH]c1c(C)cccc12 was read as Diaphorase act 0.7, STAT3 inh 31.1, STAT3 activator 76.3, APP transl inh -119.3, Diaphorase inh 28.8, TLR4-MyD88 BLA 2.3, STAT1 inh -59.6, Hsp70 activator -0.2, G6PDH CS 1.5 and STAT1 activator 154.2*.
Screening CCOc1cccc(-c2cc(C(=O)NN)[nH]n2)c1 returned Diaphorase act 0.9, STAT3 inh 3.1, STAT3 activator 105.8, APP transl inh -16.2, Diaphorase inh 7.7, TLR4-MyD88 BLA -12.8, STAT1 inh -7.7, Hsp70 activator 0.0, G6PDH CS 8.5 and STAT1 activator 107.3.
`O=C(/C=C/c1ccccc1)Oc1cccc(C(=S)N2CCOCC2)c1` gave Diaphorase act 0.8, STAT3 inh 12.0, STAT3 activator 93.9, APP transl inh -13.9, Diaphorase inh 18.3, TLR4-MyD88 BLA -4.0, STAT1 inh 5.0, Hsp70 activator 0.3, G6PDH CS 6.6 and STAT1 activator 93.9.
C/[N+]([O-])=C\CC(=O)c1ccc(-c2ccccc2)cc1 was read as Diaphorase act 0.9, STAT3 inh 7.3, STAT3 activator 99.5, APP transl inh 4.4, Diaphorase inh 8.7, TLR4-MyD88 BLA 4.1, STAT1 inh 0.1, Hsp70 activator -0.2, G6PDH CS -3.2 and STAT1 activator 98.6.
Screening CCCN(CC(=O)c1cc(C)n(C)c1C)S(=O)(=O)c1cccc(C(F)(F)F)c1 returned Diaphorase act 0.8, STAT3 inh 7.7, STAT3 activator 96.9, APP transl inh -0.7, Diaphorase inh 16.8, TLR4-MyD88 BLA 17.5, STAT1 inh 12.2, Hsp70 activator -0.1, G6PDH CS -5.2 and STAT1 activator 88.9.
For C=CCc1ccc(OCCCOc2ccc(C)c(C)c2)c(OC)c1 the results were Diaphorase act 0.9, STAT3 inh 0.4, STAT3 activator 99.8, APP transl inh 9.9, Diaphorase inh 14.0, TLR4-MyD88 BLA -6.4, STAT1 inh -6.1, Hsp70 activator -0.2, G6PDH CS 5.6 and STAT1 activator 105.6.
`Cc1ccc(S(=O)(=O)N[C@H](C(=O)OCn2nnc3ccccc3c2=O)C(C)C)cc1` gave Diaphorase act 0.9, STAT3 inh 28.5, STAT3 activator 76.5, APP transl inh 8.0, Diaphorase inh 9.6, TLR4-MyD88 BLA -4.6, STAT1 inh 17.7, Hsp70 activator -0.2, G6PDH CS -1.1 and STAT1 activator 83.7.
O=C1NCCN(Cc2ccoc2)C1CC(=O)N(CCO)Cc1ccccc1 (centres undefined) was read as Diaphorase act 0.9, STAT3 inh 11.0, STAT3 activator 94.3, APP transl inh -0.3, Diaphorase inh 10.1, TLR4-MyD88 BLA 1.1, STAT1 inh -3.6, Hsp70 activator -0.3, G6PDH CS 9.0 and STAT1 activator 101.9.
`COC(=O)C1CCN(C(=O)Nc2ccccc2)CC1` gave Diaphorase act 0.9, STAT3 inh 0.3, STAT3 activator 103.8, APP transl inh 1.5, Diaphorase inh 8.2, TLR4-MyD88 BLA -8.0, STAT1 inh -9.8, Hsp70 activator -0.1, G6PDH CS 5.5 and STAT1 activator 105.8.
`CCN(CC)c1ccc2cc(-c3nnc(-c4ccncc4)o3)c(=O)oc2c1` gave Diaphorase act 0.7, STAT3 inh -1.6, STAT3 activator 103.7, APP transl inh 7.4, Diaphorase inh 30.1, TLR4-MyD88 BLA -2.0, STAT1 inh -13.9, Hsp70 activator -0.3, G6PDH CS -49.3 and STAT1 activator 112.8.
For N#CC1=C(N)SC2(CCCCC2)SC1c1ccccc1 (centres undefined) the results were Diaphorase act 1, STAT3 inh -0.9, STAT3 activator 106.3, APP transl inh -5.1, Diaphorase inh 1.5, TLR4-MyD88 BLA 7.0, STAT1 inh 0.8, Hsp70 activator -0.2, G6PDH CS 7.6 and STAT1 activator 99.2.
Cc1nnc(Sc2c(N)n(C)c(=O)n(C)c2=O)s1 was read as Diaphorase act 0.9, STAT3 inh -9.9, STAT3 activator 108.1, APP transl inh -9.3, Diaphorase inh 7.1, TLR4-MyD88 BLA -1.4, STAT1 inh -0.7, Hsp70 activator 0.1, G6PDH CS -2.3 and STAT1 activator 102.4.
CC(C)C1CC(=O)NC(SCC(=O)Nc2ccc(Br)cc2)=C1C#N (centres undefined) was read as Diaphorase act 0.9, STAT3 inh 28.9, STAT3 activator 78.9, APP transl inh -97.5, Diaphorase inh 14.8, TLR4-MyD88 BLA 6.4, STAT1 inh -1.8, Hsp70 activator 0.0, G6PDH CS 5.9 and STAT1 activator 101.6.
`Cc1cc(C(=O)COc2cccnc2[N+](=O)[O-])c(C)n1Cc1ccco1` gave Diaphorase act 0.6, STAT3 inh 11.7, STAT3 activator 91.6, APP transl inh 5.0, Diaphorase inh 36.7, TLR4-MyD88 BLA -8.9, STAT1 inh 10.6, Hsp70 activator -0.2, G6PDH CS 10.3 and STAT1 activator 89.2.
For O=C1S/C(=C\c2ccc(Cl)cc2)C(=O)N1CCn1cnnn1 the results were Diaphorase act 1.1, STAT3 inh 1.2, STAT3 activator 105.8, APP transl inh -3.7, Diaphorase inh -5.0, TLR4-MyD88 BLA -4.8, STAT1 inh -2.3, Hsp70 activator 0.5, G6PDH CS -3.1 and STAT1 activator 100.9.
Screening N#CC1=C(N)Oc2n[nH]c(-c3cccs3)c2C1c1ccsc1 (centres undefined) returned Diaphorase act 0.4, STAT3 inh -33.1, STAT3 activator 129.8, APP transl inh -2.6, Diaphorase inh 60.2*, TLR4-MyD88 BLA -16.8, STAT1 inh 1.1, Hsp70 activator 0.2, G6PDH CS 5.0 and STAT1 activator 100.5.
For O=[N+]([O-])c1cc(C(F)(F)F)c(Cl)cc1N1CCN(CCO)CC1 the results were Diaphorase act 0.8, STAT3 inh 6.3, STAT3 activator 99.1, APP transl inh 3.9, Diaphorase inh 22.8, TLR4-MyD88 BLA -3.1, STAT1 inh 1.6, Hsp70 activator -0.3, G6PDH CS -2.8 and STAT1 activator 98.6.

Random excerpt: two records from the list
Screening CCCN(CC(=O)c1cc(C)n(C)c1C)S(=O)(=O)c1cccc(C(F)(F)F)c1 returned Diaphorase act 0.8, STAT3 inh 7.7, STAT3 activator 96.9, APP transl inh -0.7, Diaphorase inh 16.8, TLR4-MyD88 BLA 17.5, STAT1 inh 12.2, Hsp70 activator -0.1, G6PDH CS -5.2 and STAT1 activator 88.9.
For O=C(CCc1nc2ccccc2[nH]1)Nc1ccccc1 the results were Diaphorase act 0.9, STAT3 inh 5.4, STAT3 activator 99.1, APP transl inh -13.3, Diaphorase inh 8.9, TLR4-MyD88 BLA -2.4, STAT1 inh -1.4, Hsp70 activator 0.0, G6PDH CS -0.8 and STAT1 activator 102.6.
